# Keap1 Nrf2 FP = Keap1-Nrf2 protein-protein interaction inhibitors, primary screen, biochemical, fluorescence polarization, single point; Kelch-like ECH-associated protein 1 (Homo sapiens), Q14145; hit rate 0.15% among 340,000; inhibition, % at 9.4 µM; Keap1 Kelch-Nrf2 peptide fluorescence polarization, 1536-well; in the data active = inhibition above about 12%;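 note: human Keap1 Kelch domain with fluorescein labeled Nrf2 9mer peptide probe; 0% = neutral control wells and 100% = peptide positive control; higher means more block of Keap1 binding to Nrf2 peptide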
# Target sequence (Q14145 whole entry, looked up, the tested form may be a part): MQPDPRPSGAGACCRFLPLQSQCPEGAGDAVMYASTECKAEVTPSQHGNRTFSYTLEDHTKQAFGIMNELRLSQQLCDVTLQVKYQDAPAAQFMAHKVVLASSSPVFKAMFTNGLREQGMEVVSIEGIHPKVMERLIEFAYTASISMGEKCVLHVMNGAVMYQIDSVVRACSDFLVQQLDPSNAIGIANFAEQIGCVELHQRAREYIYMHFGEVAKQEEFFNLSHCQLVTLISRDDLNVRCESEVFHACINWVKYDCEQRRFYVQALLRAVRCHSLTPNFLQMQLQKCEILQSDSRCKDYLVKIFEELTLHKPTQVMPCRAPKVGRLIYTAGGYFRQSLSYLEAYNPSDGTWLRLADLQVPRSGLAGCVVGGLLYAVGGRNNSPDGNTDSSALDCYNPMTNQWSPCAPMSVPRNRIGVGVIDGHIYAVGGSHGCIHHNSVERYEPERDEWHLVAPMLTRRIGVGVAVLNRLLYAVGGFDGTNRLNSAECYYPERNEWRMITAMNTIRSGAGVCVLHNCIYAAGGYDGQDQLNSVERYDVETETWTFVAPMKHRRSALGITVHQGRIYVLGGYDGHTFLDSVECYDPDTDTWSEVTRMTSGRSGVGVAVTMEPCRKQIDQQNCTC
# C-LANA FP = inhibitors of KSHV C-LANA binding to DNA, primary screen, biochemical, fluorescence polarization, FAM-LBS DNA, MBP-C-LANA, single point | inhibition, % at 9 µM | AID 504423, 2011 | hit rate 0.078% among 340,000 | Kaposi's sarcoma herpesvirus LANA C-terminal domain (residues 932-1162) DNA binding;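 active = highest replicate inhibition at or above 60% at 9 µM, even if other replicates fall short; inactive = all replicates below 60% inhibition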;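 note: 0% = neutral control wells and 100% = 4 µM acridine orange control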
# SR-BI DiI inh = inhibitors of SR-BI mediated HDL lipid uptake, primary screen, ldlA[mSR-BI] cells, fluorescence, single point; ldlA[mSR-BI] CHO cells, DiI-HDL uptake fluorescence, 3 h; inhibition, % at 12.5 µM; hit rate 0.96% among 320,000; AID 488896, 2010;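 active = mean replicate inhibition of at least 70% and a set share of replicates each scoring 70 or more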;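 note: 0% = median of neutral control wells and 100% = median of positive control wells; values of inactives mirror those of a sister screen read the other way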
# NSD2 inh = NSD2 histone methyltransferase inhibitors, primary screen, biochemical, AlphaScreen, single concentration, set 2 | NSD2 peptide methylation, 120 min | Histone-lysine N-methyltransferase NSD2 (Homo sapiens), O96028 | hit rate 0.54% among 310,000 | inhibition, % at 12.5 µM; in the data active = inhibition above about 50%
# DAGLB inh = DAGLB lipase inhibitors, primary screen, biochemical, fluorescence, HTS; Diacylglycerol lipase-beta (Homo sapiens), Q8NCG7; HEK293T DAGLB membrane lysate, EnzChek fluorogenic substrate; inhibition, % at 5.17 µM; hit rate 0.059% among 340,000; AID 504411, 2011; in the data active = inhibition above about 34%;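 note: 0% = enzyme with vehicle and 100% = wells lacking enzyme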
# Cardiac RTF inh = cardiac RTF calcium sensitivity inhibitors, primary screen, biochemical, IANBD-TnC fluorescence, EC70 calcium; AID 493244, 2011; hit rate 0.12% among 340,000; Troponin I, cardiac muscle (Homo sapiens) + Troponin T, cardiac muscle (Homo sapiens) + …; inhibition, % at 7.15 µM; IANBD-labeled cardiac RTF, Ca2+ fluorescence;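 active = inhibition above the mean inhibition of all tested compounds plus 3 SD, cut at about 17% in these data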;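 note: assay run at fixed EC70 calcium of 1.6 mM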
# PKA-R2B act = activators of PKA-R2B holoenzyme, primary screen, biochemical, fluorescence polarization, Cy5-IP20, human | PKA-R2B holoenzyme dissociation; R2B truncated from residue 108, S112A mutant; 0% DMSO only, 100% 113 µM cGMP | activation, % at 11.4 µM | hit rate 0.079% among 340,000 | AID 504700, 2011;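 active = activation above a cutoff set at the mean over all compounds plus 3 SD, cut at about 18% in these data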;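 note: higher means more holoenzyme dissociation and a rise in polarization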
# Target sequence (P31323 whole entry, looked up, other chains not shown, the tested form may be a part): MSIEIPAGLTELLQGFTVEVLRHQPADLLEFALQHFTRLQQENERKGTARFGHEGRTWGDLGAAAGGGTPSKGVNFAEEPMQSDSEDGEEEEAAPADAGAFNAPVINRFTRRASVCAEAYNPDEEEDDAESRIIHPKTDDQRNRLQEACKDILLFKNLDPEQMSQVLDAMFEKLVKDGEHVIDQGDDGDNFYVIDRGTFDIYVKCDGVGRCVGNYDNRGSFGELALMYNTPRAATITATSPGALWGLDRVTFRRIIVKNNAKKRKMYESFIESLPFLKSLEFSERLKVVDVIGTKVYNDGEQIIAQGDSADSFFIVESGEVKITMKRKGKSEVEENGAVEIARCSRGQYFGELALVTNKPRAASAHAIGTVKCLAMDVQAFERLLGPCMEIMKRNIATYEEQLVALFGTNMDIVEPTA
# Arr AP2 block = inhibitors of beta-arrestin/AP2 binding, primary screen, biochemical, GPCR trafficking, flow cytometry; FITC-arrestin peptide / GST-AP2 beads; AP2 beta2 appendage carries R879A mutation; inhibition, % at 10 µM; hit rate 0.31% among 340,000;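 active = inhibition above a set limit, near 3 SD of compounds lacking own fluorescence, cut at about 54% in these data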;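 note: plate controls were DMSO wells for no effect and 5 µM unlabelled arrestin peptide for full effect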
#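 System: GST-AP2 R879A glutathione beads. Medium: PBS with 0.05% Tween 20 and 0.1% BSA. Also added: FITC-arrestin peptide, 50 nM. Incubation: 12 min plus 1 h, RT. Measured by: high-throughput flow cytometry of beads, ex 488, em 535 nm. Evaluation: percent drop in bead-associated FITC signal.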
# PvdQ inh = P. aeruginosa PvdQ acylase inhibitors, primary screen, biochemical, fluorescence, plate reader and imaging, single point. purified PvdQ acylase. inhibition, % at 10 µM. hit rate 0.063% among 340,000. PvdQ acylase [Pseudomonas aeruginosa LESB58]. AID 488965, 2010; in the data active = inhibition above about 30%, passing the limit was not always enough;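 note: 0% = vehicle neutral wells and 100% = reference inhibitor wells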
# SR-BI uptake up = activators of SR-BI mediated DiI-HDL uptake, primary screen, ldlA[mSR-BI] CHO cells, DiI fluorescence; 3 h; 100 = double the neutral-control signal; activation, % at 12.5 µM; hit rate 0.096% among 320,000;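 active = mean replicate activation of at least 60% and every replicate at or above 60%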;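 note: 0% = median plate neutral-control signal and 100% = twice that signal; values of inactives mirror those of a sister screen read the other way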
#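 system = CHO ldlA[mSR-BI] cells, LDL receptor-null, SR-BI overexpressing | medium = Ham's F12 with 0.5% BSA, HEPES 25 mM, pH 7.4 | probe or stimulus = DiI-HDL 10 µg/mL | compound dosing = single-point compound dose | incubation = compound exposure 3 h, 37 °C | technique = DiI fluorescence, bottom read | read-out = cell-associated DiI fluorescence as measure of HDL uptake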
# Numbers without * were called inactive; . = not tested or not shown.
SMILES,Keap1 Nrf2 FP,C-LANA FP,SR-BI DiI inh,NSD2 inh,DAGLB inh,Cardiac RTF inh,PKA-R2B act,Arr AP2 block,PvdQ inh,SR-BI uptake up
CCOc1ccc(-c2nc(CSCC(=O)NC3CCCc4ccccc43)c(C)o2)cc1 (configuration not stated),-3,-1.5,38,3,-1,3,-10,-6,-19,-38
CSc1nc(C)nc(N/C=C(\C#N)S(=O)(=O)c2ccccc2Cl)n1,-8,0.9,-26,3,2,-12,-10,24,-11,26
O=C(CCC(=O)N1CCOc2ccc(Cl)cc21)NCCN1CCOCC1,1,0.0,-11,.,3,-3,0,5,1,11
CN(C)S(=O)(=O)c1cccc(NC(=O)c2cccc(S(=O)(=O)N3CCc4ccccc43)c2)c1,0,-1.8,61,0,-4,3,-4,-4,-3,-61
Cc1oc2c(CN3CCCCC3)c(O)ccc2c(=O)c1-c1ccc(Br)cc1,-3,-1.8,-1,0,-3,-13,-5,5,-9,1
C=CCn1c(C)csc1=Nc1ccc(C(C)=O)cc1,-1,-0.1,-1,2,-4,4,0,8,-2,1
Cc1ccc(C)c(NC(=O)CSc2nnc(-c3ccccc3)n2N)c1,-2,-1.4,-20,-1,2,-6,-5,-3,-11,20
CCc1ccc(/C=N/NC(=O)c2cc(C3CC3)nc3ccccc23)s1,3,0.1,25,0,-5,2,-17,25,11,-25
COc1ccc(S(=O)(=O)N2CCCC(C(=O)NCc3ccccn3)C2)cc1 (configuration not stated),-1,0.5,-15,0,0,-2,-8,-1,-5,15
CN1C(=O)C(O)(CC(=O)c2cccs2)c2ccccc21 (configuration not stated),1,0.0,-12,0,-1,-4,0,-1,2,12
CCCOc1ccc2c(CC)cc(=O)oc2c1C,0,-0.5,-4,-4,-12,7,-16,23,6,4
O=C(C1CCCCC1)N(CCN1CCCC1)c1nc2ccccc2s1,-4,-0.3,-7,1,5,-2,3,-3,-7,7
CC(C)C12CCC(C(=O)O)C(C1)C(=O)O2 (configuration not stated),6,0.2,-30,-5,1,6,-7,-8,-4,30
CCOC(=O)CNC(=O)CSc1nc(-c2cccc(C)c2)ns1,-8,-1.8,-4,-5,-2,-10,-15,-31,-13,4
ClC(Cl)c1nnc(-c2ccccc2)c(-c2c[nH]c3ccccc23)n1,-1,-2.0,37,1,-2,6,-2,3,-7,-37
Cc1cccc(NC(=O)CSc2nnc(C)c(=O)n2N)c1,-5,-0.4,-17,-2,-2,-6,4,18,-16,17
Cc1ccc(CNC(=O)COC(=O)c2cc(=O)[nH]c3ccccc23)cc1,0,3.2,-24,-1,-2,-6,-2,14,-3,24
Cc1nc2ccc(NC(=O)c3ccco3)cc2nc1C,2,-0.9,0,-1,-1,4,2,39,7,0
CC1CCCC(NC(=O)COC(=O)COc2ccccc2Cl)C1C (configuration not stated),0,1.1,-8,1,-2,-6,-3,5,-7,8
NS(=O)(=O)c1ccc(CCNC(=O)C2CCN(S(=O)(=O)c3c(Cl)cccc3Cl)CC2)cc1,-5,-0.6,19,1,1,-10,-9,-11,-11,-19

# Filtered by structure: the entries above containing a thiophene ring, fused or not
SMILES,Keap1 Nrf2 FP,C-LANA FP,SR-BI DiI inh,NSD2 inh,DAGLB inh,Cardiac RTF inh,PKA-R2B act,Arr AP2 block,PvdQ inh,SR-BI uptake up
CCc1ccc(/C=N/NC(=O)c2cc(C3CC3)nc3ccccc23)s1,3,0.1,25,0,-5,2,-17,25,11,-25
CN1C(=O)C(O)(CC(=O)c2cccs2)c2ccccc21 (configuration not stated),1,0.0,-12,0,-1,-4,0,-1,2,12

# Continuation:
SMILES,Keap1 Nrf2 FP,C-LANA FP,SR-BI DiI inh,NSD2 inh,DAGLB inh,Cardiac RTF inh,PKA-R2B act,Arr AP2 block,PvdQ inh,SR-BI uptake up
CN(C)c1cccc2c1c(NC(=O)c1ccc(F)cc1)nn2C,-1,-1.8,26,43,1,0,-8,6,-4,-26
O=C(Nc1ccc(CN2CCS(=O)(=O)CC2)cc1)c1ccc(F)cc1,-2,-0.7,16,0,2,1,-5,9,-2,-16
COc1ccc(OC)c(S(=O)(=O)n2ccnc2C(C)C)c1,-2,-1.4,-25,1,-8,-14,10,17,8,25
CCN1C(=O)C(=O)N(CC(=O)c2[nH]c(C)c(C(C)=O)c2C)C1=O,4,0.6,-16,-2,1,-2,3,-9,0,16
Cc1cc(/C=C(\C#N)C(=O)Nc2ccc(Cl)cc2)c(C)n1-c1ccc(N2CCOCC2)c([N+](=O)[O-])c1,0,-0.5,35,-2,-2,-10,5,7,-2,-35
Clc1ccc(CNc2ccc(CNc3ncn[nH]3)cc2)cc1,-6,0.3,-23,-2,2,4,3,-8,-10,23
CC(=O)c1ccccc1NC(=O)CSc1nc2ccccc2c(=O)n1CCCN1CCOCC1,4,0.8,6,3,1,0,7,-17,-8,-6
COc1ccc(C(C)=O)cc1COC(=O)CCNS(=O)(=O)c1ccc(C)c(C)c1,-5,0.6,24,0,-1,1,-12,-5,-4,-24
Clc1ccc(C(c2nnnn2C2CCCCC2)N(Cc2cccnc2)Cc2ccco2)cc1 (configuration not stated),-3,-0.4,-35,1,-2,-5,1,-3,-18,35
CC(=O)c1cccc(NC(=O)Nc2csc3c2CCCC3)c1,0,-0.9,75*,0,-2,-4,-2,-9,-7,-75
CC(=O)N1N=C(c2ccc(C)cc2)OC1c1cccnc1 (configuration not stated),-5,0.8,0,31,1,3,5,11,-5,0
CN1C(=O)CSC1=NCC12CC3CC(CC(C3)C1)C2,-3,-2.2,3,-2,-6,-3,-7,13,7,-3
COC(=O)[C@H]1[C@@H](C)N(CCc2cc(OC)c(OC)c(OC)c2)C(=O)N[C@H]1c1ccccc1,-4,1.1,5,.,0,0,-9,-1,-10,-5
O=C(Oc1ccc2c(c1)OCO2)c1ccncc1,1,-0.7,-22,4,-3,-3,-7,-13,-17,22
COc1ccc(S(=O)(=O)N2C[C@H]3CON(C)[C@H]3C[C@H]2c2cccc(Br)c2)cc1,-1,-6.6,-8,.,0,3,3,52,4,8
COc1ccc(C)cc1NC(=O)CNc1ccccc1CN(C)C1CCCCC1,1,-0.2,7,.,-8,1,-5,-3,-10,-7
O=C(N1CCOCC1)N1CCC(NC(=O)C23CC4CC(CC(C4)C2)C3)CC1,-1,-0.3,6,-2,0,-1,5,20,-6,-6
CN1CCN(C(=O)c2ccc3c(=O)n4c(nc3c2)CCCCC4)CC1,-4,4.6,-29,-1,0,-4,0,-5,-6,29
CC(C)c1nc(C#N)c(N2CCOCC2)o1,5,3.5,17,-4,1,-1,3,-10,-5,-17
Cc1nnc(SCC(=O)O)o1,5,2.8,-12,29,-2,-8,-1,-6,-9,12
O=c1c2ccccc2[nH]c(=S)n1CCCN1CCN(c2ccccc2)CC1,-2,3.0,25,28,0,-3,-6,6,2,-25
COc1ccc(Cn2cccc(NC(=O)Nc3ccc(C#N)cc3)c2=O)cc1,-5,0.2,53,2,-1,-15,-13,-8,-8,-53
O=Cc1cn(-c2ccccc2)nc1-c1ccc2c(c1)OCCO2,-2,-0.1,46,-1,-10,-19,0,8,5,-46
CCC(C(=O)NCc1ccc(OC)cc1)n1nc(C)n2c(cc3occc32)c1=O (configuration not stated),-1,0.6,-19,1,0,2,-6,-5,-14,19
CCN1CCN(Cc2c(O)ccc3c(=O)c(-c4ccc(OC)c(OC)c4)c(C(F)(F)F)oc23)CC1,-2,-0.9,5,34,1,-10,-1,5,1,-5
O=C(CCC(F)(F)F)N1CCC(CO)(CCc2ccccc2)CC1,-6,-1.3,-1,-2,-4,-6,-1,-7,-2,1
CC1Cc2ccccc2N1C(=O)CSc1nnnn1-c1ccc2c(c1)OCCO2 (configuration not stated),-7,-2.0,16,0,-5,1,7,13,-2,-16
Cc1ccc(/C=N/NC(=O)CNC(=O)c2cccc([N+](=O)[O-])c2C)o1,-3,1.4,-6,-5,-1,4,-10,-10,-6,6
CCOc1ccc2nc(NC(=O)c3ccoc3C)sc2c1,-3,-0.5,34,2,-4,-1,-3,-2,-18,-34
COc1cc(F)c(C2=CC(=O)CC(C)(C)C2)cc1F,-1,1.3,5,.,-2,4,-11,-8,-10,-5
CC(C)c1ccc(CNC(=O)CCc2ccccc2)cc1,-7,0.7,-28,-4,-4,5,0,19,-13,28
Cc1cccc(NC(=O)CSc2ccc(C(N)=O)cc2[N+](=O)[O-])c1C,2,-0.5,-4,4,-2,-15,8,-5,4,4
CC(CCc1ccccc1)NC(=O)c1ccc(Br)o1 (configuration not stated),0,0.4,-14,1,-4,2,4,19,7,14
CC(=O)c1ccc(N(CC(=O)NC2CCCC2)C(=O)c2csnn2)cc1,3,-0.2,-25,-3,0,-1,-3,8,3,25
O=c1[nH]cnc2c1c(-c1ccccc1)cn2-c1ccc(Br)cc1,4,-2.0,13,-1,1,11,-6,13,-3,-13
CS(=O)(=O)c1ccccc1-c1nnc(NC(=O)c2ccc(S(=O)(=O)N3CCCC3)cc2)o1,-2,0.2,-8,6,1,-12,-3,-2,-18,8
S=P(c1ccc(N2CCOCC2)cc1N1CCOCC1)(N1CCOCC1)N1CCOCC1,-6,-1.2,-5,0,-3,2,-4,-3,-8,5
S=c1ncc2[nH]c(=S)[nH]c2[nH]1,-11,0.3,5,-2,-2,-7,-8,28,11,-5
O=C(N/C=N/O)C1=NOC(CNc2ncc(C(F)(F)F)cc2Cl)C1 (configuration not stated),5,0.5,6,3,0,0,-1,4,-13,-6
S=C(Nc1cccc2ccccc12)NC1CCCCC1,-3,-2.3,24,8,-2,5,-1,2,5,-24
O=C(Nc1nc2ccc(Cl)cc2s1)c1ccc(N2CCCCC2)c([N+](=O)[O-])c1,-1,-0.9,79*,19,1,5,-8,1,2,-79
CN1C(=O)N(CN2CCCCC2)C2C1N(C)C(=O)N2CN1CCCCC1 (configuration not stated),1,-0.8,-17,1,-7,-12,0,-9,-13,17
COc1ccc(CCN2C(=S)NC3CC2(C)Oc2ccc([N+](=O)[O-])cc23)cc1OC (configuration not stated),-1,-0.9,20,2,0,6,7,6,10,-20
